FECH inh: human FECH heme synthesis enzyme inhibition; P22830; purified FECH, Ni-mesoporphyrin absorbance 550 nm; calls only at 10 µM (by protocol); hit rate 3.3% among 20,000; AID 1671448;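 active = enzyme reaction rate more than 3 SD below the solvent-only control wells on the same plate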;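 also: lower slope than DMSO wells means FECH inhibition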
Target sequence (P22830 whole entry, looked up): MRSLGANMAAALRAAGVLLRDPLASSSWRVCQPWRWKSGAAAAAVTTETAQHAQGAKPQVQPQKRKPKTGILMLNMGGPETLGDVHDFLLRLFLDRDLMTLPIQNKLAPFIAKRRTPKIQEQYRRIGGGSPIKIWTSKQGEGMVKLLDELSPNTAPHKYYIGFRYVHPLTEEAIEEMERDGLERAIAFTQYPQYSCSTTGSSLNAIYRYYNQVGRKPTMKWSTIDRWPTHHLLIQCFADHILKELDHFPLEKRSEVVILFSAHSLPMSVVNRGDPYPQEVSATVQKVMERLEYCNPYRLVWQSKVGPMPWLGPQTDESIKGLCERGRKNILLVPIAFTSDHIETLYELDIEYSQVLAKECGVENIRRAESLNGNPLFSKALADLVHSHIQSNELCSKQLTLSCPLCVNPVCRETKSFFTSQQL
Calls only; i = inactive; + = active, no number. Not all compounds are listed. The share of hits here may be higher or lower than overall.

FECH inh | molecule
i | Cc1cccc(-n2c(CN3CCN(S(=O)(=O)c4ccc5c(c4)CCC5)CC3)nc3cccnc32)c1
i | CCC(=O)Nc1nc2cc(NC(=O)C3CCN(S(=O)(=O)N(CC)CC)CC3)ccc2s1
i | Cc1cc(N2CCCCC2)nc(N2CCN(S(=O)(=O)c3cccc(F)c3)CC2)n1
i | CN(C(=O)c1cccs1)c1ccccc1-c1n[nH]c(Cc2ccccc2)n1
i | CCC(C)NC(=O)Cn1c(=O)n(CC2CCC(C(=O)N3CCCC3)CC2)c(=O)c2sccc21 (stereo not given)
i | Cc1nc2ccccc2n1Cc1cc(C(=O)NCCN(C)C)n[nH]1
i | CCOc1c(N2CCc3ccccc3C2)c(=O)c1=O
i | Cc1ccc(Oc2ncccc2CNc2cc(C)c3ccccc3n2)cn1
i | CC(c1cccs1)N(C)Cc1cnc(-c2ccco2)nc1 (stereo not given)
i | CC(C)c1noc(C2CCCN2Cc2ncccc2C(=O)O)n1 (stereo not given)
i | COc1ccc(N2C(=O)CCS2(=O)=O)cc1S(=O)(=O)N1CCc2ccccc2C1
i | CCC(NC(=O)c1cccc(F)c1OC)c1cccs1 (stereo not given)

Carrying on:
FECH inh | molecule
i | Cc1ccc(-c2nnc(CNCC3OCCc4ccccc43)o2)n1C (stereo not given)
i | CC(C)CC1CCN(Cc2cn[nH]c2C(=O)O)C1 (stereo not given)
i | CCCNC(=O)c1[nH]cnc1C(=O)NC(c1ccccc1)c1ccccc1
i | Cc1nc(C(=O)N(Cc2ccc(F)cc2)CC2CCCO2)cs1 (stereo not given)
i | CSc1nc(NC(C)C)c(C#N)c(-c2ccc(C)cc2)n1
i | CC(=O)Nc1ccc(-c2c(-c3ccccc3)ncn2CCc2cn[nH]c2)cc1
i | Cc1nc(C)n(CCNc2nc(-c3ccncc3)nc3c2CCNC3)n1
i | CN1CCC2(CC1)CN(Cc1ccc(C3CCCCO3)o1)CCCN2C (stereo not given)
i | CCc1ccc2c(c1)-c1ccccc1S(=O)(=O)N2CC(=O)N1CCN(c2ccccc2)CC1
+ | CC(COc1ccccc1)NCc1nnc(-c2ccccc2)o1 (stereo not given)
i | CCOC(=O)C1CCN(C(=O)C2CCCN(c3ncnc4c3nc3n4CCCCC3)C2)CC1 (stereo not given)
i | Cc1cc(C)c(S(=O)(=O)N2CCC(n3c(-c4ccccc4)nc4cccnc43)CC2)c(C)c1

Next records:
FECH inh | molecule
i | Cc1cc(C)n(CCCC(=O)Nc2cnc3n2CCCC3)n1
i | CNC(=O)C1CCC(Cn2c(=O)c3sccc3n(CC(=O)Nc3ccccc3)c2=O)CC1 (stereo not given)
i | CCn1nc(C)c(NC(=O)CN2CCCC(Oc3ccc(F)cc3)C2)c1C (stereo not given)
i | CCc1cc(Sc2ccccc2NC(=O)COc2ccc(Cl)cc2)n2ncnc2n1
i | COc1cccc2c1OCC(CN1CCCC(Cn3ccnc3C)C1)=C2 (stereo not given)
i | O=C(Cc1ccncc1)N1CCc2[nH]nc(-c3cccc4ccccc34)c2C1
i | Cc1cccc(CN2CC=C(C(=O)Nc3cccc(Cl)c3)CC2)c1
i | CN(C)C(=O)N1CCC(N2CCCC(C(=O)NCc3ccccn3)C2)CC1 (stereo not given)
i | Cc1ccc(Nc2cc(C)nc(Nc3ccc(NC(=O)CCCc4ccccc4)cc3)n2)cc1
i | Cc1ccc(C(C)CCN2CCC(Cc3nncn3-c3ccccc3)CC2)o1 (stereo not given)
i | CCc1ccc(-c2nc(C(N)=O)c3c(n2)n(-c2ccc(C)c(C)c2)c(=O)n3Cc2ccccc2)cc1
i | Cc1ccc(OC2(C(=O)N(C)Cc3cc(C4CC4)n[nH]3)CCNCC2)cc1

Next section:
FECH inh | molecule
i | O=C(c1csc(S(=O)(=O)NC2CC2)c1)N1CCCC1
i | COc1cc(C)c(Cl)cc1S(=O)(=O)N1CCN(c2nc(C)cc(Nc3ccc(C)cc3)n2)CC1
i | CCC(C)N(Cc1sccc1C)C(=O)CCc1ccncc1 (stereo not given)
i | COc1cc(C)ccc1-c1c(-c2ccccc2)ncn1C1CCCN(C(C)=O)C1 (stereo not given)
i | Cc1cccc(N2CC(Nc3nccc(CCC(F)(F)F)n3)CC2=O)c1 (stereo not given)
i | CC(O)CNc1nc(Nc2ccc3c(c2)OCO3)c2cnn(-c3ccccc3)c2n1 (stereo not given)
i | O=C(CCC(=O)N1CCc2cc(S(=O)(=O)NCC3CCCO3)ccc21)N1CCOCC1 (stereo not given)
i | CN(C(=O)c1ccc(NCc2ccncc2)cc1)C1Cc2ccccc2C1
i | CC(C)c1n[nH]c2c1CN(C(=O)CCc1c[nH]c3ccccc13)CC2
i | O=C1c2cccnc2CN1CCNc1ccccc1
i | c1cn(Cc2ccc3c(c2)OCO3)c(-c2ccc(C3CCCCO3)o2)n1 (stereo not given)
i | CCc1[nH]c2c(CNS(=O)(=O)c3cnn(CC)c3)cc(F)cc2c1C

Pulled by compound from the list above:
FECH inh | molecule
i | O=C1c2cccnc2CN1CCNc1ccccc1
i | CCc1[nH]c2c(CNS(=O)(=O)c3cnn(CC)c3)cc(F)cc2c1C

Going on with the list:
FECH inh | molecule
i | CN(Cc1ccco1)S(=O)(=O)c1ccc2c(c1)CCN2C(=O)CCC(=O)N1CCOCC1
i | COc1ccc(-c2noc(CSCC(=O)N3CCNC3=O)n2)cc1
i | Cc1cc2c(cc1S(=O)(=O)N1CCC(C(=O)Nc3nccs3)CC1)OCC(=O)N2
i | CCn1c(=O)n(Cc2nc(-c3ccccc3OC)oc2C)c(=O)c2cnc(-c3ccc(OC)cc3)nc21
i | Cc1nc2ncnn2c(Sc2ccc(NC(=O)Nc3ccc(F)c(Cl)c3)cc2)c1C
i | CN(Cc1nc(-c2cccnc2)no1)C(=O)CC12CC3CC(CC(C3)C1)C2
i | CCC(C)N(Cc1ccsc1)Cc1csc(C(C)=O)c1 (stereo not given)
i | COc1ccc(-c2nc3ccccn3c2CN2CCNC(C(=O)O)C2)cc1 (stereo not given)
i | O=C(CNCC(c1ccccn1)N1CCOCC1)Nc1cnccn1 (stereo not given)
i | Cc1cc(C)n(CCCC(=O)N2CCOC3(CNCCOC3)C2)n1 (stereo not given)
i | Cc1cccc(Cl)c1S(=O)(=O)N1CC(c2ccccn2)C1
i | CCc1cn[nH]c1C1CCN(C(=O)c2cn(CC3CCCNC3)nn2)CC1 (stereo not given)

Part of the list above, bar-delimited.
SMILES | FECH inh
CCn1c(=O)n(Cc2nc(-c3ccccc3OC)oc2C)c(=O)c2cnc(-c3ccc(OC)cc3)nc21 | i
Cc1nc2ncnn2c(Sc2ccc(NC(=O)Nc3ccc(F)c(Cl)c3)cc2)c1C | i
CN(Cc1nc(-c2cccnc2)no1)C(=O)CC12CC3CC(CC(C3)C1)C2 | i

Other entries.
FECH inh | molecule
i | O=C(NC1CCCc2nccnc21)c1cn[nH]n1 (stereo not given)
i | CCCc1c(C)nc2ncnn2c1Sc1ccc(NS(=O)(=O)c2ccc(C)cc2)cc1
i | COc1cccc(C(=O)Nc2cc(C)ccc2OCc2cc(=O)n3oc(C)cc3n2)c1
i | Cc1ccc(-c2ccc(C(=O)NCCCc3nn[nH]n3)cc2)o1
i | O=C(CC1CCN(S(=O)(=O)c2ccccc2)CC1)N1CCOCC1
i | O=C(CSCc1nc(-c2ccc(Cl)cc2)no1)N1CCNC1=O
i | CC(C)c1noc(CCn2ccnc2-c2ncc[nH]2)n1
i | CCc1cc(=O)[nH]c(SCc2nc(-c3ccccc3C)oc2C)n1
i | Cc1ccc(-c2nnc(-c3nc(NCc4ccccn4)c4ccccc4n3)o2)cc1
i | CCN(Cc1ccncc1)Cc1cccc(C(=O)Nc2nccs2)c1
i | COc1cc(NC2CCS(=O)(=O)CC2)ncn1
i | Cc1ccc(-c2cc(O)c3c(c2)CN(Cc2snnc2C)CCO3)s1

(listing goes on)
FECH inh | molecule
i | CCOc1ccc(C(=O)NCCNS(=O)(=O)c2ccc(Cl)cc2)o1
i | O=C(NCCN1CCc2ccccc2C1)C1CC(=O)N(Cc2ccncc2)C1 (stereo not given)
i | COc1ccccc1C(=O)Nc1nc2n(n1)C(c1ccc(Cl)cc1)C=C(c1ccccc1)N2 (stereo not given)
i | Cc1ccc(Cn2c(CNC(=O)c3cccc(C)c3)nc3cccnc32)cc1
+ | COc1ccccc1CNC(=O)c1[nH]cnc1C(=O)NC1CCc2ccccc21 (stereo not given)
i | CCOc1ccc(CNS(=O)(=O)c2cc(C(=O)N3CCCC3)cs2)cc1
i | COc1ccc(C(=O)Nc2cccc(OCc3cc(=O)n4ccc(C)cc4n3)c2)cc1OC
i | COc1ccc(Cl)cc1NCc1cc(=O)n2[nH]c(-c3ccccc3C)nc2n1
i | COc1cccc(NC(=O)CCc2nc(-c3cc4ccc(C)cc4[nH]c3=O)no2)c1
i | CCC1C=CCN1C(=O)c1cc(COc2ccc3sc(C)nc3c2)on1 (stereo not given)
i | CCCc1cc(Sc2ccc(NC(=O)c3ccccc3Cl)cc2)n2ncnc2n1
i | FC(F)(F)c1ccc(Cn2cnc(-c3ccccc3)c2C2CC2)cn1

Following part:
FECH inh | molecule
i | CNC(=O)C1CCC(Cn2c(=O)c3sccc3n(CC(=O)Nc3ccccc3F)c2=O)CC1 (stereo not given)
i | O=C1CN(Cc2cccc(Cl)c2)S(=O)(=O)c2ccccc2N1Cc1ccc(Cl)cc1
i | CC(=O)Nc1cccc(S(=O)(=O)N2CCC3(CCCN(C)C3=O)C2)c1 (stereo not given)
i | Cc1cnc(CN(C)C(=O)c2n[nH]c3ccccc23)[nH]1
i | CCO[C@H]1COC[C@@H]1Nc1ncc(C)c(N(C)C)n1
i | Cc1c(NC(=O)COc2cccnc2)cccc1C(=O)NC(C)(C)C
i | CCn1nc(C(C)C)cc1C(=O)N1CCC1c1ccc(F)cc1 (stereo not given)
i | Cc1nnc(SCC(=O)N(Cc2ccc3c(c2)OCO3)C2CC2)s1
i | CCc1c(C)nc2ncnn2c1Sc1ccc(NC(=O)c2cc(OC)c(OC)c(OC)c2)cc1
i | CCc1cn[nH]c1C1CCN(C(=O)Cc2c(C)[nH][nH]c2=O)CC1
i | CCOc1ccc(CC(=O)Nc2cc(N3CCCS3(=O)=O)ccc2C)cc1
i | Cc1sc2ncnc(N(C)Cc3ncc[nH]3)c2c1C

The list goes on.
FECH inh | molecule
i | COCC1(Cn2cnc(-c3ccccc3)c2-c2cnn(C)c2)CCCC1
i | CCn1cnnc1C(C)NC(=O)c1cnc2ccccc2c1 (stereo not given)
i | CCc1cn[nH]c1C1CCN(Cc2ccccc2OCCO)CC1
i | Cc1ccc(SCC(=O)Nc2ccc(C)c(OCc3cc(=O)n4cccc(C)c4n3)c2)cc1
i | CCC(C)N(Cc1ccccc1F)C(=O)c1ccc[nH]c1=O (stereo not given)
i | Cc1cc(F)ccc1NC(=O)CN1C(=O)CN(C)C(=O)c2ccccc21
i | Cc1ccccc1-c1nc(Cn2ccnc2-c2ccccn2)c(C)o1
i | CC(C)(NC(=O)c1cccs1)C(=O)NC1CCN(Cc2ccccc2)C1 (stereo not given)
i | COc1cccc(NC(=O)NCCn2c(-c3ccncc3)nc3cccnc32)c1
i | CCn1c(CNS(=O)(=O)c2ccc(C)c(C)c2)nc2cccnc21
i | Cn1ccnc1-c1nccn1CC1CCS(=O)(=O)C1 (stereo not given)
i | CC(C)n1cc(CN2CCC3(CC2)CN(C)CCN3C)c2ccccc21

Shown as a hit in FECH inh, among the entries above:
FECH inh | molecule
+ | CC(COc1ccccc1)NCc1nnc(-c2ccccc2)o1 (stereo not given)
+ | COc1ccccc1CNC(=O)c1[nH]cnc1C(=O)NC1CCc2ccccc21 (stereo not given)

Further results follow:
FECH inh | molecule
i | Cc1ccc(OCc2cc(=O)n3oc(C)cc3n2)c(NC(=O)c2ccccc2)c1
i | O=C(COc1cccnc1)NC1(CN2CCCC2)CCCCC1
i | COc1ccc(OC)c(Nc2nc(N(C)CCO)nc3c2cnn3-c2ccccc2)c1
i | O=C(NC1CCCCC1)c1nc[nH]c1C(=O)NC1CC1
+ | CCCc1cc(=O)n2[nH]c(CNc3cccc(Cl)c3C)nc2n1
i | CCNC(=O)C1CCN(Cc2nc(-c3cccc(Cl)c3)oc2C)C1 (stereo not given)
i | CCCCN(Cc1ccco1)C(=O)c1cc(S(N)(=O)=O)ccc1C
i | O=C(c1cccc(Cn2cccn2)c1)N1CCCC1c1ccccn1 (stereo not given)
i | O=C(CN1CCCN(Cc2cccc(Cl)c2)S1(=O)=O)NCCCc1ccccc1
i | O=C(NCCN1CCCCC1)c1ccc(CN2C(=O)CCn3nccc32)cc1
i | COc1ccc(Nc2nc(N3CCN(CCO)CC3)nc3c2cnn3-c2ccccc2)cc1
i | Cc1cc(C(=O)NCC2CCN(c3cnn(C)c(=O)c3)C2)ccc1O (stereo not given)

Some of the entries above in another layout:
Compound	FECH inh
CN(Cc1ccco1)S(=O)(=O)c1ccc2c(c1)CCN2C(=O)CCC(=O)N1CCOCC1	i
COc1cccc2c1OCC(CN1CCCC(Cn3ccnc3C)C1)=C2 (stereo not given)	i

Next part:
FECH inh | molecule
i | COc1ccc(CC(=O)Nc2ccccc2Sc2c(C)c(C)nc3nc(-c4ccccc4)nn23)cc1
i | CCc1nccn1CC(=O)Nc1cccc(C(=O)Nc2c(C)cccc2C)c1
i | COc1ccc(CNC(=O)N2CCN(c3cc(-c4cccc(C)c4)ncn3)CC2)cc1
i | Cc1ccc(OCc2nc(CCc3ccccc3)n[nH]2)cc1
i | C=CCN(C(=O)C(=O)N1CCCCC1C)C(C)C (stereo not given)
i | Cc1nc(C(C)NC(=O)c2cc(CN(C)Cc3ccccc3)on2)n[nH]1 (stereo not given)
i | Cc1nc2nc(-c3ccccc3)nn2c(Sc2ccccc2NC(=O)Cc2cccs2)c1C
